# USP1-UAF1 inh = inhibitors of human USP1/UAF1 deubiquitinase. AID 743255. O94782. recombinant USP1/UAF1, Ub-Rhodamine cleavage fluorescence. Potency, µM (top dose mostly 57.1 µM), for inactives: at the top dose activity change, negative = inhibition, most hits filed as inhibitors. 390,000 compounds, 0.23% hits; further: potency means the concentration at half of the fitted maximal effect; on the % scale 0 is the no-effect control and ±100 the full control effect; nearly all actives have a fitted effect of over 60% in size; inactives centre near -12
#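 Step one: compound is pinned into 1nM USP1/UAF1 in HEPES pH 7.8 buffer with TCEP. Step two: 15 min room-temperature incubation. Step three: Ub-Rho (150nM final) starts cleavage, tracked by fluorescence over six one-minute reads.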
# Pin1 inhibitor = blocks the human prolyl isomerase Pin1 | Q13526 | Potency, µM (doses to about 115 µM), for the others: at the highest dose activity, negative = inhibition, usual class: inhibitors | AID 504891 | 390,000 compounds, 0.009% hits | Pin1 FP peptide displacement, HiFluor488, 10 min; active means well fitted inhibition curve with a large enough effect in the polarisation, with a control signal flat, not every such curve was filed as active; inconclusive means small, poorly fitted or top-dose-only effect, or effect the other way, or a change in a side signal; inactive means no such curve, though single readings can be large or run the other way; the % refers to the polarisation; further: potency means the concentration at half of the fitted maximal effect; on the % scale 0 is the no-effect control and ±100 the full control effect
# IDH1 R132H inh = human IDH1 R132H inhibition | O75874 | IDH1-R132H enzyme, NADPH consumption, diaphorase/resazurin fluorescence | Potency, µM (highest dose often 76.6 µM), for the others: at the top dose activity change, negative = inhibition, most hits filed as inhibitors | 390,000 compounds, 0.093% hits | AID 602179; further: potency means the concentration at half of the fitted maximal effect; on the % scale 0 is the no-effect control and ±100 the full control effect; nearly all actives have a fitted effect of over 65% in size
#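 IDH1-R132H (0.5 ug/mL dispensed) in pH 7.5 Tris buffer was preincubated 30 min with compound, then given a substrate mix of 0.016 mM NADPH and 2 mM alpha-KG for 80 min at room temperature; remaining NADPH was read by diaphorase/resazurin fluorescence.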
# Tb PGK inh = blocks T. brucei phosphoglycerate kinase; P07378; PGK/GAPDH coupled, Kinase-Glo luminescence, 60 min; Potency, µM (top dose mostly 57.5 µM), inactives show at the highest dose activity change, negative = inhibition, usual class: inhibitors; 380,000 compounds, 0.043% hits; further: potency means the concentration at half of the fitted maximal effect; on the % scale 0 is the no-effect control and ±100 the full control effect; nearly all actives have a fitted effect of over 60% in size
# Target sequence (P07378 whole entry, looked up): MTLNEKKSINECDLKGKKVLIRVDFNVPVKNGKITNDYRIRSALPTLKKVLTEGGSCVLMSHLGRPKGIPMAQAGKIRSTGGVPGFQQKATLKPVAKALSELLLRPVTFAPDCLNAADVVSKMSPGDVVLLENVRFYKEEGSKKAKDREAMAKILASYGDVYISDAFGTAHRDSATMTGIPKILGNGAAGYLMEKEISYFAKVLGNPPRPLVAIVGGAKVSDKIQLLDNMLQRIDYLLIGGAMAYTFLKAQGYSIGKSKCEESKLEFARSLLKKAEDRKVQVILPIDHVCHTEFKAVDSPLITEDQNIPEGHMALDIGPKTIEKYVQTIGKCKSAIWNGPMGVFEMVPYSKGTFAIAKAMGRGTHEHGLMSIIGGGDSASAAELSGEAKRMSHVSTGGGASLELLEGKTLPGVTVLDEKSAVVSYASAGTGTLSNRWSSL
#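 Luminescent ATP detection (Kinase-Glo Plus) follows a 60-minute room-temperature incubation, with wells lacking PGK as controls. Buffer: 100 mM TEA (pH 7.6), 5 mM MgCl2, 0.01% Tween-20. Coupling enzyme GAPDH (100 nM final) supplies unstable 1,3-BPG in-well.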
# TrxR1 substrate = is turned over as a substrate by rat TrxR1; O89049; purified TrxR1 substrate turnover, NADPH consumption readout; Potency, µM (doses to about 114 µM), inactives show top-dose activity change, negative = substrate turnover; 390,000 compounds, 0.01% hits; further: potency means the concentration at half of the fitted maximal effect; on the % scale 0 is the no-effect control and ±100 the full control effect; nearly all actives have a fitted effect of over 50% in size
#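 Rat TrxR1, dispensed at 90 nM, was prereduced with 400 uM NADPH (final) for 5 min at ~22 deg C, then incubated with compound 15 min before 400 uM selenite. A first-read NADPH fluorescence drop versus no-compound background flagged substrates.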
# GLS inhibitor = inhibitors of human glutaminase (GLS). O94925. Potency, µM (doses to about 45.5 µM), for the others: top-dose activity change, negative = inhibition, hits mostly inhibitors. GLS enzymatic activity, qHTS titration. 410,000 compounds, 0.21% hits; further: potency means the concentration at half of the fitted maximal effect; on the % scale 0 is the no-effect control and ±100 the full control effect
#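 Read-out is an Amplex red fluorescence increase coupled through glutamate oxidase and HRP, measured before and after 30 min room-temperature incubation. hKGA is in 45 mM KH2PO4 (pH 8.2) with 0.02% Tween-20; glutamine added as 1mM solution.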
# HP1b chromo inh = blocks HP1-beta chromodomain binding to methylated histone tails; P83916; AlphaScreen HP1-beta / biotin-H3K9me3 peptide binding; Potency, µM (doses to about 114 µM), without a hit: at the top dose activity change, negative = inhibition, hits mostly inhibitors; 390,000 compounds, 0.56% hits; further: potency means the concentration at half of the fitted maximal effect; nearly all actives have a fitted effect of over 70% in size; inactives centre near 23
# Target sequence (P83916 whole entry, looked up): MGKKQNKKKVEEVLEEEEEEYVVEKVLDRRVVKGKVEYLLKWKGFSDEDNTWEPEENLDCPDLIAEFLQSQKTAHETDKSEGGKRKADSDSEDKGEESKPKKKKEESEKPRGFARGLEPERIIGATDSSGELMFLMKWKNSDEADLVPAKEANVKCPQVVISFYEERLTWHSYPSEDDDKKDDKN
#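 AlphaScreen: HP1-beta (50 nM) preformed 30 min with biotin-H3(1-18)K9me3 peptide (50 nM) in PBS pH 7.4, 0.01% Tween-20. Compound added for 30 min at RT, then streptavidin donor/nickel chelate acceptor beads (10 ug/mL) for 30 min.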
# PI4K2A inh = inhibitors of human PI4K2A; Q9BTU6; 420,000 compounds, 0.13% hits; activity change, negative = inhibition, % at 76.9 µM; purified PI4K2A, ADP-Glo luminescence, 1 h; hits give low values; in the data active means activity change below about -50%; inconclusive means mostly about -30% to -49%;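 further: -100% = wells without enzyme as full effect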
# Target sequence (Q9BTU6 whole entry, looked up): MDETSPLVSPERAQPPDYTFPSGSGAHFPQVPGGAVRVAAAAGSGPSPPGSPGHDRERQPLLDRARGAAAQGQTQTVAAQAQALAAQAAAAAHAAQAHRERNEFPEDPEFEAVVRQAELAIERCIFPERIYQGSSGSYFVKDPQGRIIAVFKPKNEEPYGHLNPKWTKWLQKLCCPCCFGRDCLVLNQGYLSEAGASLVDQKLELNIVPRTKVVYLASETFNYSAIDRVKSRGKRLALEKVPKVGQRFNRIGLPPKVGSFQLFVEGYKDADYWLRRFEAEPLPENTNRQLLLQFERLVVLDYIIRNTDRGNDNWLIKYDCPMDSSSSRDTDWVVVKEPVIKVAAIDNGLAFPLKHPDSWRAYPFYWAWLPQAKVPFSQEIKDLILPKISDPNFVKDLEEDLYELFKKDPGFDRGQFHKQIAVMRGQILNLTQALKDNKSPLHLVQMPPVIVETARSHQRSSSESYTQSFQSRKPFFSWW
#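 PI4K2A activity was measured by ADP-Glo luminescence: enzyme (4 ug/mL stock) and phosphatidylinositol (1.2 mM stock) in Tris pH 7.5/MgCl2/EGTA/Triton X-100 buffer were reacted with ATP (300 microM stock) for one hour at ambient temperature.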
# TrxR1 inh = rat TrxR1 inhibition | O89049 | recombinant rTrxR1, NADPH fluorescence consumption, selenite substrate | Potency, µM (series often up to 114 µM), without a hit: at the top dose activity change, negative = inhibition, most hits filed as inhibitors | 390,000 compounds, 1% hits | AID 588453; further: potency means the concentration at half of the fitted maximal effect; on the % scale 0 is the no-effect control and ±100 the full control effect; nearly all actives have a fitted effect of over 65% in size
#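 Rat TrxR1 (90 nM in the dispensed reagent) was pre-reduced with 400 uM NADPH for 5 min at room temperature, then incubated with compound for 15 min. After 400 uM selenite was added, NADPH fluorescence (Ex 340/Em 450 nm) was followed for 8 min.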
# Numbers without * were called inactive; i = inactive; ? = inconclusive; . = not tested or not shown; [ ] = dose if it differs, or a comment. Unless noted, the call rests on the fitted dose curve; in most records, active means well fitted curve in the direction sought with a large enough effect; inconclusive means small, poorly fitted or top-dose-only effect, or another doubt; inactive means no such curve, though single readings can be large; an effect the other way counts as inactive or inconclusive.
USP1-UAF1 inh,TrxR1 inh,TrxR1 substrate,Tb PGK inh,PI4K2A inh,GLS inhibitor,HP1b chromo inh,Pin1 inhibitor,Structure,IDH1 R132H inh
-9%,-17%,-14%,9%,-4,30%[activator],14%,2%,COc1cc(/C=N/NC(=O)c2cccc(S(=O)(=O)N3CCCC3)c2)cc(OC)c1O,0%
-22%,6%[57.1 µM],-3%[57.1 µM],0%,0,5%,28%[57 µM],19%,O=C(Nc1ccc(F)c(Cl)c1)C1CCN(S(=O)(=O)c2ccc3c(c2)CCCN3C(=O)C2CCC2)CC1,2%
-16%,5%,-7%,-1%,1,12%,43%[activator],8%,Cc1cc(Cl)ccc1C(=O)C1CCCN(C(=O)c2cc(C(C)C)no2)C1 (centres undefined),3%
-14%,21%,4%,-4%,4,-2%,34%,3%,Cn1c(=O)[nH]c(=O)c2c1nc(SCCO)n2CCCc1ccccc1,-2%
-17%,11%[57.1 µM],-10%,-7%,0,-7%,55%[activator],-4%,CN(C)c1nccc(Nc2ccccc2)c1C#N,8%
-18%,-24%,-1%,-2%,-2,-14%,24%[57 µM],29%,CCOc1ccc(NC(=O)CN2C(=O)NC(C)(c3ccc(OC(F)F)cc3)C2=O)cc1 (centres undefined),-3%
-1%,-10%,-8%,i,1,7%,13%,0%,CCC1C(=O)N(C)CCc2ccccc21 (centres undefined),5%
-22%,5%,4%,0%,6,-1%,38%[activator],2%,Cn1nc(C(F)(F)F)cc1C(=O)Nc1ccc(-c2ccno2)cc1,-8%
-10%,35%[57.1 µM],-3%[57.1 µM],-6%,-3,-2%,6%,11%,COc1ccccc1N1CCN(C(=O)c2sc3nc(-c4ccc(F)cc4)cn3c2C)CC1,4%
-20%,-7%,-6%,i,3,-11%,-20%,-3%,Cc1ccc(C(=O)NC2CC3CCCC(C2)N3C(=S)NCc2ccco2)cc1 (centres undefined),5%
-22%,9%,1%,-5%,-3,12%,38%[activator],-1%,O=C(N/N=C/c1cc2c(cc1Cl)OCO2)c1ccc2c(c1)OCCO2,9%
4%,-21%,-8%,10%,0,8%,34%,10%,O=C(CSc1nnc(-c2ccco2)n1CC1CCCO1)NC1CCCC1 (centres undefined),3%

# Pulled one by one from above, 2 records:
USP1-UAF1 inh,TrxR1 inh,TrxR1 substrate,Tb PGK inh,PI4K2A inh,GLS inhibitor,HP1b chromo inh,Pin1 inhibitor,Structure,IDH1 R132H inh
-22%,9%,1%,-5%,-3,12%,38%[activator],-1%,O=C(N/N=C/c1cc2c(cc1Cl)OCO2)c1ccc2c(c1)OCCO2,9%
-22%,6%[57.1 µM],-3%[57.1 µM],0%,0,5%,28%[57 µM],19%,O=C(Nc1ccc(F)c(Cl)c1)C1CCN(S(=O)(=O)c2ccc3c(c2)CCCN3C(=O)C2CCC2)CC1,2%

# Further results follow:
USP1-UAF1 inh,TrxR1 inh,TrxR1 substrate,Tb PGK inh,PI4K2A inh,GLS inhibitor,HP1b chromo inh,Pin1 inhibitor,Structure,IDH1 R132H inh
-23%,9%[2.29 µM],10%[57.1 µM],-1%,-2,-3%,31%,-1%,Cc1ccc(/C=C(\C#N)C(=O)Nc2cccc(C)n2)cc1,-3%
0%,-20%,-19%,-11%,1,6%,8%,-8%,COc1ccc([N+](=O)[O-])cc1NC(=O)C1CCCCC1C(=O)O (centres undefined),1%
-10%,5%,2%,-7%,-3,-5%,40%[activator],6%,CN(C(=O)c1ccccc1C(=O)OCC(=O)Nc1ccc(OC(F)F)cc1)c1ccccc1,8%
-15%,22%,6%[57.1 µM],1%,-1,0%,-4%,-8%,Cc1cccc2c1N(C)C(=O)C2=O,3%
?,9%[57.1 µM],-10%,-2%,-5,-12%,0%,-7%,COC/C=C/C1=CC2=CC(=O)C(C)(OC(=O)c3cnc4ccccc4n3)C(=O)C2=CN1CCCOC(C)C (centres undefined),0%
-3%,-20%[57.1 µM],-3%,12%,-2,-27%,-1%,-2%,CCC1(C)Cc2sc3c(=O)[nH]c(=S)[nH]c3c2CO1 (centres undefined),-2%
-3%,-3%[57.1 µM],7%,-11%,-18,3%,-6%,-1%,COC(=O)c1sccc1NC(=S)N1CCN(c2ccccc2)CC1,-4%
-6%,21%[57.1 µM],85%,-7%,0,-5%,14%,8%,N#Cc1c(N)nc(SCC(=O)NCCc2ccccc2)c(C#N)c1-c1cccs1,-6%
-15%,-5%,-7%,2%,0,2%,60%[activator],?,CN1/C(=C\C=C(/C#N)C(=O)Nc2ccccc2F)C(C)(C)c2ccccc21,3%
-25%,14µM*,9%,-6%,0,1%,26%,-5%,O=c1cc(C23CC4CC(CC(C4)C2)C3)[nH][nH]1,5%
-21%,16%[57.1 µM],-7%,-6%,-3,?,-6%,5%,Cc1ccc(O)c(C(=O)c2cnn(-c3ccccc3)c2)c1,-2%
-15%,23%,5%,.,2,-3%,11%,-3%,CCCn1c(=O)c2ccccc2n2c(SCCNCCO)nnc12,1%
-17%,3%[57.1 µM],8%,6%,-3,-14%,79%[activator],6%,Cc1ccc(NC(=O)c2cc3ccccc3o2)cc1Cl,29%
-14%,5%,-1%,0%,-1,1%,20%,6%,Cc1ccc(NS(=O)(=O)c2ccc3nc(-c4ccccc4)[nH]c3c2)c(Br)c1,4%
-14%,42%,5%[57.1 µM],i,0,-2%,14%,-2%,COc1ccc(CCNC(=O)C(=O)NCC2OCCN2S(=O)(=O)c2cc(F)ccc2F)cc1 (centres undefined),-17%
-7%,-24%,-1%,4%,-2,18%,62%[activator],-1%,COC(=O)c1c(N2C(=O)CC(Sc3ncccc3C(=O)O)C2=O)sc(C)c1C (centres undefined),0%
7%,-26%,-2%,-5%,3,-5%,37%,-4%,Cc1cccc(OCCCCCNCCO)c1,4%
6%,23%,10%,i,-3,?,19%,0%,COCCN(Cc1cc2cc3c(cc2nc1Cl)OCO3)C(=O)Nc1ccccc1OC,4%
-9%,2%,1%,0%,2,2%,43%[activator],-1%,COc1ccccc1C(=O)N=C1NC(=O)CC2C(=O)NCCN12 (centres undefined),-4%
0%,-11%,-12%,-6%,0,-1%,15%,-6%,Cc1ccc2c(c1)N(Cc1ccccn1)C(=O)C(C)O2 (centres undefined),1%
-22%,27%,-1%,-5%,1,-10%,5%,-1%,O=C(c1ccc2c(c1)N(Cc1ccccc1F)C(=O)c1ccccc1S2(=O)=O)N1CCCCCC1,-7%
?,2%,-4%,-14%,-8,11%,-16%,?,CC(=O)N(/N=C1\Sc2ccccc2C1=O)c1cccc(C)c1,3%
-4%,8%,-3%,2%,-3,1%,-9%,10%,COC(=O)C1CCN(CCCOc2ccc(CN3CCN(c4ccc([N+](=O)[O-])cc4)CC3)cc2)CC1,0%
-15%,26%[57.1 µM],-15%[57.1 µM],i,1,-12%,29%,3%,CC1=C(C)CC2(SC1)C(=O)N(c1ccccc1)N=C2N (centres undefined),8%
-8%,22%[57.1 µM],12%[57.1 µM],4%,1,9%,7%,-2%,CCN(CC)S(=O)(=O)c1ccc(N2CCCC2)c(NC(=O)Cc2ccc(OC)cc2)c1,8%
-20%,0%,-10%,-1%,-1,-11%,30%,-16%,CCNC(=O)CN(c1ccc(Oc2ccccc2)cc1)S(=O)(=O)c1ccccc1,9%
-20%,9%,1%,-1%,1,27%,-1%,8%,O=C(COC(=O)c1cccc([N+](=O)[O-])c1)NCC1CCCO1 (centres undefined),-7%
-16%,-8%,-4%,-11%,-4,-2%,18%,0%,C=CCn1c(CSc2nc3ccccc3s2)nnc1SCC(=O)OCC,2%
5%,20%,-4%,.,2,2%,29%,0%,Cn1c(CCC(=O)OCC(=O)Nc2ccc(Oc3ccccc3)cc2)nc(=O)c2ccccc21,2%
-7%,22%[57.1 µM],-10%,-9%,1,-9%,21%,-9%,NC(=O)CS(=O)(=O)c1nc2ccccc2n1Cc1ccccn1,6%
-15%,3%,7%,-4%,4,48%[activator],11%,-6%,O=S(=O)(/N=C(/Nc1nc2ccccc2s1)c1ccccc1)c1ccccc1,-3%
-13%,11%,4%,0%,-2,0%,28%,-4%,O=C(COc1cccnc1[N+](=O)[O-])NCc1ccc2c(c1)OCO2,2%
-14%,.,.,6%,-7,14%,.,.,CCN(CC)C(=O)C1=C(C)N(CCC2=CCCCC2)C(=O)C(CC(=O)NCc2ccco2)C1 (centres undefined),1%
-17%,13%,10%,1%,-2,0%,24%,0%,CCOc1ccc(Cl)cc1/C=N/O,1%
-22%,25µM*,-3%,i,-3,-11%,8%,30%,O=C(c1ccccc1F)N1c2nc(-c3ccco3)nn2C2(CCCCC2)[C@@H]2CCCC[C@@H]21,-22%
-19%,-15%,-3%,i,0,-4%,24%,9%,O=C(N/N=C/c1ccc(-c2cccc(C(F)(F)F)c2)o1)c1ccccc1O,3%
-12%,-12%,-6%,-3%,4,2%,-4%,?,CC(=O)N(/N=C1\Sc2ccccc2C1=O)c1ccc(C)cc1C,3%
-20%,-28%,5%,-2%,5,-7%,19%,?,CCOC(=O)C1=C(N)Oc2cc(O)ccc2C1c1ccc(F)cc1F (centres undefined),1%
-12%,0%[11.4 µM],5%[11.4 µM],i,-2,17%,11%,-14%,COc1cc(C2C3=C(COC3=O)Oc3cc4c(cc32)OCO4)ccc1O (centres undefined),2%

# High-throughput results as filed in PubChem BioAssay.

# This is a subset. The share of hits here may be higher or lower than overall.
